Screening data: PubChem, several laboratories
MDM2 E3 inh – inhibitors of human Mdm2 E3 ubiquitin ligase; signal enhancement, % at 5 µM; Q00987; 0.11% of 210,000 active; cell-based MDM2 ubiquitination luciferase reporter, 2 h; 0 = plate control, 100 = twice control, blank-subtracted;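 active means signal enhancement of 30% or more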;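 further: luminescence tracks abundance of the self-degrading MDM2-luciferase fusion protein; higher signal means inhibition of MDM2 E3 ligase activity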
Target sequence (Q00987 whole entry, looked up, the tested form may be a part): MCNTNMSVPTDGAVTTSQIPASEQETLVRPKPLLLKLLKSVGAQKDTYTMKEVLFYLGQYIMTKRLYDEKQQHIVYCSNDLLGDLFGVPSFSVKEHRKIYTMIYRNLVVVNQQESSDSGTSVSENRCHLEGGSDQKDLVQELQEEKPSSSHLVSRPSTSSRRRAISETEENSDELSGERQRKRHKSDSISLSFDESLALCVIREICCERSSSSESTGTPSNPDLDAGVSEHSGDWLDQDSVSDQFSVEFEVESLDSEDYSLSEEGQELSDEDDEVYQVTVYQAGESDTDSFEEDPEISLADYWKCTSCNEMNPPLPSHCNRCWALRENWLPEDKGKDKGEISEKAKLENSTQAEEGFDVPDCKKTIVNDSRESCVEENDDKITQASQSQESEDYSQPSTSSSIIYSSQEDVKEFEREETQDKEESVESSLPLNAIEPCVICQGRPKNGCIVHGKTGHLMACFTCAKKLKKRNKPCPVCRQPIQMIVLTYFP
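Assay system: stable mammalian line carrying autodegrading MDM2–luciferase fusion reporter; Input: 2000 cells in each well; Compound dosing: single-point 5 µM; Schedule: 2 h compound exposure at 37 °C; Signal: SteadyLite luciferase luminescence after 15 min room-temperature reagent incubation; Evaluation: % luminescence enhancement versus blank-corrected plate control mean; Benchmarks: plate controls and plate blanks.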
eIF4E 4G PPI – eIF4E/eIF4G interaction inhibition in translation initiation | TR-FRET eIF4E-eIF4GI(517-606) binding, 2 h | inhibition, % at 21.7 µM | 0.37% of 220,000 active;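 active means inhibition above about 30%, limit read from the data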;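 further: 0% = full FRET control wells and 100% = background wells lacking eIF4GI fragment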
p97 ATPase inh – inhibitors of human p97 ATPase; recombinant p97 ATPase, Kinase-Glo ATP luminescence, 3 h; inhibition, % at 8 µM; 0.42% of 220,000 active; in the data active means inhibition above about 15%;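 further: 0% = DMSO vehicle and 100% = wells lacking enzyme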
Rad51 HR inh – blocks human Rad51 in homologous recombination. inhibition, % at 10 µM. 0.085% of 200,000 active. hRad51 DNA strand exchange, fluorescence dequenching. AID 1385;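 active means inhibition above 40% at the single screening dose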;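 further: 0% = DMSO control wells and 100% = blanks with heterologous ssDNA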
Target sequence (Q06609 whole entry, looked up): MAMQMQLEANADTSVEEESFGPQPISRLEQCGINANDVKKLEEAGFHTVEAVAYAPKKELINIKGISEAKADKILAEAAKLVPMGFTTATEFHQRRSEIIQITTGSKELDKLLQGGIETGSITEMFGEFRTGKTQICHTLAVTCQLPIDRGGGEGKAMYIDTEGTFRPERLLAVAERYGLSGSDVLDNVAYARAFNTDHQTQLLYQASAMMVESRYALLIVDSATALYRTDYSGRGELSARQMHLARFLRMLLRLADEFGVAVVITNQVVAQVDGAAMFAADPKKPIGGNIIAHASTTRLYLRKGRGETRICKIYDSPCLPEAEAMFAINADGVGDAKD
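System: human Rad51 nucleoprotein filaments preassembled on unlabelled ssDNA. Reagent: labelled 47-mer dsDNA for strand exchange. Schedule: 30-min compound preincubation and 15-min exchange, both room temperature. Measured by: FRET fluorescence dequenching, excitation 485 nm, emission 520 nm. Read-out: Fluorescence-based percent inhibition, control- and blank-normalised. Benchmarks: plate controls and plate blanks.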
FXIa inh 1536 – factor XIa (human) inhibition; P03951; purified FXIa, Boc-Glu-Ala-Arg-AMC fluorogenic substrate; inhibition, % at 5 µM; 0.14% of 220,000 active; AID 798;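 active means inhibition of at least 40%; inactive means inhibition below 40%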;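 further: fluorescence of freed AMC excited at 355 nm; 0% = enzyme without compound and 100% = no enzyme blank; many of its hits are not listed in these tables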
FXIIa inh – blocks human coagulation factor XIIa protease activity; purified FXIIa, Boc-QGR-AMC fluorogenic substrate, 2 h; inhibition, % at 5 µM; 0.3% of 220,000 active; AID 800; in the data active means inhibition above about 40%;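 further: 0% = enzyme with no compound and 100% = blank without enzyme; many of its hits are not listed in these tables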
14-3-3 Bad PPI – disrupts binding of bovine 14-3-3 zeta to phospho-Bad peptide. P63103. TR-FRET 14-3-3zeta/Dy647-pBad peptide displacement, 1 h. inhibition, % at 21.7 µM. 0.71% of 220,000 active;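 active means inhibition above about 70%, limit read from the data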;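 further: 0% = full 14-3-3 plus peptide FRET controls and 100% = background without 14-3-3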
Wee1 stabilizer – blocks degradation of human Wee1 kinase. P30291. HeLa Luc-Wee1K328M stability, luciferase luminescence; 100% = proteasome inhibitor MG132 effect. reporter increase, % at 5 µM. 1.2% of 220,000 active. AID 1321;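 active means activation above the mean of all tested compounds plus 3 SD, set per screening run, cut at about 8.8% in these data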;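 further: cells exposed to compound for 20 h before luminescence read; 0% = DMSO alone and 100% = MG132 at 30 µM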
KLK5 inh – kallikrein 5 (human) inhibition; recombinant hK5, fluorogenic AMC substrate cleavage; inhibition, % at 5 µM; 0.59% of 210,000 active; AID 873;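 active means inhibition of 40% or more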;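 further: 0% = enzyme controls without compound and 100% = no-enzyme blanks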
Target sequence (Q9Y337 67-293 limits assumed): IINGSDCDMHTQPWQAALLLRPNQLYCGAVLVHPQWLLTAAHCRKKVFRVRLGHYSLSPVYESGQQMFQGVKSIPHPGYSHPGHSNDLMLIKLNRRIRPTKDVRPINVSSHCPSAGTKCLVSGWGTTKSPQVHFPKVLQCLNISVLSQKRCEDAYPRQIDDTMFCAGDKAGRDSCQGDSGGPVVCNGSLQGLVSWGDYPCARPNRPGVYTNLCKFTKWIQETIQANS
* = called active by the depositor; . = no result given; [ ] = remark or other dose.

SMILES | MDM2 E3 inh | eIF4E 4G PPI | p97 ATPase inh | Rad51 HR inh | FXIa inh 1536 | FXIIa inh | 14-3-3 Bad PPI | Wee1 stabilizer | KLK5 inh
COC(C[C@H](O)[C@H](C)[C@H](O)COCc1ccccc1)OC | -14 | 79* | . | -4 | 32 | 28 | 1 | . | 19
COC(=O)c1ccc(/C=N/N2CCN(Cc3ccc(Cl)cc3)CC2)cc1 | -20 | -7 | 3 | . | 3 | 8 | -14 | -3 | 1
O=C(NS(=O)(=O)c1ccc(Cl)cc1)c1ccccc1 | -18 | 4 | 7 | 0 | 3 | 6 | -3 | -1 | 1
COc1ccc(CN2C(=O)NC3(CCCc4ccccc43)C2=O)cc1F (stereo not drawn) | 6 | 5 | 3 | 12 | -1 | 8 | -14 | 1 | 0
CCn1cc(Br)c(C(=O)NC(C)c2ccccc2)n1 (stereo not drawn) | -24 | 2[fluorescence artefact?] | 1 | 14 | -3 | 4 | -1 | -2 | -29
COc1cc(/C=N/NC(=O)CN(CCc2ccccc2)S(=O)(=O)c2ccc(NC(C)=O)cc2)cc(OC)c1OC | -11 | 1 | 0 | 2 | 6 | 17 | 24 | 1 | -2
O=C(Nc1cccs1)Nc1ccc(F)cc1F | 6 | 15 | 6 | -5 | 12 | 16 | -7[fluorescence artefact?] | 9.0* | -11
CCn1nnnc1SCC(=O)Nc1nc2ccc(OC)cc2s1 | -6 | -1 | 0 | 0 | -10 | 1 | -2 | 3 | -11
Cc1c(O)ccc2c3c(c(=O)oc12)CCCC3 | -6 | -1 | 10 | 2 | 19 | 24 | -9 | -1 | -18
O=C(Nc1cccnc1Cl)c1ccc(=O)oc1 | -12 | -1 | -2 | 2 | 5 | 11 | -7 | 1 | 1
Cc1ccc(OC(C)C(=O)N/N=C/c2ccccn2)cc1 (stereo not drawn) | -15 | 1 | 4 | -3 | 0 | 7 | 1 | -3 | 2
Cc1c(C(=O)NCc2ccoc2)oc2ccc3c(c12)C(=O)CC(C)(C)O3 | -13 | 3 | 4 | . | 6 | 6 | 15 | 5 | -24
COc1ccccc1C(=O)N1CCN(Cc2ccc3c(c2)OCO3)CC1 | -1 | 2 | -6 | -4 | 4 | 5 | 18 | 0 | -19
CC(=O)Nc1ccc(S(=O)(=O)NCC(=O)OCC(=O)N2CCc3ccccc32)cc1 | -2 | -3 | -6 | -7 | 9 | 16 | -17 | 4 | -11
O=C(NNC(=S)Nc1ccc(F)cc1)c1ccccc1OC(F)F | -11 | 5 | 2 | 8 | 5 | 3 | -17[fluorescence artefact?] | 1 | -240
CCOC(=O)Cn1nc(C)c(NC(=O)COc2ccc(OC)cc2)c1C | . | 1 | 4 | 8 | -6 | 6 | -3 | 0 | -3
O=C(NNS(=O)(=O)c1ccc(Cl)cc1)c1cccc(S(=O)(=O)N2CCOCC2)c1 | . | -2 | 4 | -4 | -1 | 8 | -8 | -1 | -2
CC(C)NC(=O)Nc1cccs1 | 2 | 4 | -2 | -2 | 1 | 1 | -3 | -2 | -27
O=C(COc1ccc(S(=O)(=O)N2CCCC2)cc1Cl)NCc1ccc2c(c1)OCO2 | 6 | -1 | 1 | 13 | 7 | 16 | 0 | 1 | -3
O=C(N/N=C/c1c[nH]c2ccccc12)c1cccc([N+](=O)[O-])c1 | -21 | 2 | 0 | -7 | 7 | 0 | -4 | 6 | -7
O=C(O)c1cccc(S(=O)(=O)Nc2ccccc2Cl)c1 | -2 | 3[fluorescence artefact?] | 4 | . | -1 | -1 | -7 | -2 | -6
CCOC(=O)N1CCC(NS(=O)(=O)c2ccc(C)cc2)CC1 | -6 | -4 | -7 | -9 | 11 | 4 | -4 | 2 | 5
O=C(O)c1ccnc(C(=O)O)c1 | -15 | 1 | -4 | 7 | 3 | 14 | 11 | 1 | 2
COc1ccc2cc(CCNC(=O)c3cccc([N+](=O)[O-])c3)c(=O)[nH]c2c1 | -8 | 1 | -2 | 24 | -6 | 4 | -3 | 3 | -12
COc1cc(NC(=O)c2ccc3c(c2)OCCO3)ccc1NC(=O)c1ccco1 | -4 | 0 | 2 | . | 1 | 6 | 3 | -3 | 24
Cc1cccc(NC(=O)C2NC(=O)CC2c2ccccc2)c1C (stereo not drawn) | -7 | -7 | -6 | 3 | -1 | 13 | -2 | -3 | -2
Cc1c(Cl)cccc1NC(=O)c1nc(C)n(-c2cc(OC(C)C)c(Cl)cc2Cl)n1 | -23 | -6 | 0 | -3 | -4 | 6 | 3 | 5 | 2
CCN(CC)CCNC(=O)c1sc2ncn(CC(=O)Nc3ccc(C)c(Cl)c3)c(=O)c2c1C | -6 | -1 | -3 | -15 | -1 | 5 | -5 | 3 | -9
O=S(=O)(CC(O)CS(=O)(=O)c1ccc(Cl)cc1)c1ccccc1 (stereo not drawn) | -17 | -3 | 2 | 29 | 1 | 6 | 1 | -2 | 1
CN(C)CCNc1ncnc2c1sc1nc(-c3ccccc3)c3c(c12)CCCC3 | -16 | 10 | -2 | . | 25 | 42* | 9 | -1 | 18
Cc1cccc(N(CC(=O)NCCSc2nc3ccccc3s2)S(=O)(=O)c2ccccc2)c1 | -6 | -2 | 6 | 12 | 8 | 11 | -22 | -3 | -23
CCOc1ccc2nc(N3C(=O)CNC3=S)sc2c1 | -29 | 2 | -5 | -1 | -4 | -2 | -1 | 1 | -5
COc1ccc(C2=NN(C(=O)CSc3nnc(-c4ccccc4F)o3)C(c3ccco3)C2)cc1 (stereo not drawn) | -6 | -3 | -2 | 0 | 6 | 10 | 0 | -3 | -2
COc1ccc(Nc2nnc(SCC3CCCO3)s2)cc1 (stereo not drawn) | 3 | 2 | -2 | 3 | -1 | 6 | -13 | -1 | 3
COc1ccc(Cn2c(=O)n(Cc3ccco3)c(=N)c3c4c(sc32)COC(C)(C)C4)cc1 | -16 | 3 | 5 | 1 | -8 | -9 | -10 | 0 | 3
COc1ccc(OC)c(C(=O)/C=C/c2ccccc2C(F)(F)F)c1 | 2 | 4 | -7 | . | 3 | 18 | 9 | -3 | -3
O=S(=O)(c1ccc(Cl)cc1)N1CCCC1c1nc(-c2cccc(Cl)c2)no1 (stereo not drawn) | -15 | . | 1 | -1 | -8 | -2 | . | 4 | 8
CCCN(CCC)C(=O)CCSCCC(=O)N(CCC)CCC | -2 | 29[fluorescence artefact?] | -1 | 4 | -3 | 2 | -6[fluorescence artefact?] | 0 | -16
O=C1CNC(=S)N1CCc1ccc(Cl)cc1 | -5 | -1 | -1 | -4 | 6 | 3 | -8 | 1 | 6
O=C(Nc1cccc(F)c1)N1CCCC(CNS(=O)(=O)Cc2ccccc2)C1 (stereo not drawn) | -1 | 0 | 6 | -9 | -5 | 7 | -8 | 0 | -1
CCOc1ccc(NC(=O)/C=C/c2ccccc2)c([N+](=O)[O-])c1 | -4 | 0 | 2 | -1 | 0 | 2 | 4 | 8 | 1
O=C(/C=C/c1ccc(N2CCOCC2)cc1)c1ccccc1 | -18 | -2 | 3 | -88 | -4 | 3 | -27 | 7 | 3
NS(=O)(=O)c1ccc(NC(=O)c2ccc(CNS(=O)(=O)c3cc(C(F)(F)F)ccc3Cl)cc2)cc1 | 7 | 4 | -3 | . | -3 | 0 | -2 | 5 | 10
Cc1ccc(-n2c(=O)cc(N3CCC(C)CC3)[nH]c2=O)cc1 | -8 | 8 | 3 | 3 | 5 | 13 | -2 | -2 | 4
COc1ccc(NC(=O)Nc2ccc(Br)cn2)cc1OC | -1 | -6 | -1 | -10 | 3 | 12 | 0 | -2 | 3

Reprinted from the listing (six entries):
SMILES | MDM2 E3 inh | eIF4E 4G PPI | p97 ATPase inh | Rad51 HR inh | FXIa inh 1536 | FXIIa inh | 14-3-3 Bad PPI | Wee1 stabilizer | KLK5 inh
O=C(Nc1cccc(F)c1)N1CCCC(CNS(=O)(=O)Cc2ccccc2)C1 (stereo not drawn) | -1 | 0 | 6 | -9 | -5 | 7 | -8 | 0 | -1
CCOc1ccc(NC(=O)/C=C/c2ccccc2)c([N+](=O)[O-])c1 | -4 | 0 | 2 | -1 | 0 | 2 | 4 | 8 | 1
O=C(/C=C/c1ccc(N2CCOCC2)cc1)c1ccccc1 | -18 | -2 | 3 | -88 | -4 | 3 | -27 | 7 | 3
NS(=O)(=O)c1ccc(NC(=O)c2ccc(CNS(=O)(=O)c3cc(C(F)(F)F)ccc3Cl)cc2)cc1 | 7 | 4 | -3 | . | -3 | 0 | -2 | 5 | 10
Cc1ccc(-n2c(=O)cc(N3CCC(C)CC3)[nH]c2=O)cc1 | -8 | 8 | 3 | 3 | 5 | 13 | -2 | -2 | 4
COc1ccc(NC(=O)Nc2ccc(Br)cn2)cc1OC | -1 | -6 | -1 | -10 | 3 | 12 | 0 | -2 | 3

Further results
SMILES | MDM2 E3 inh | eIF4E 4G PPI | p97 ATPase inh | Rad51 HR inh | FXIa inh 1536 | FXIIa inh | 14-3-3 Bad PPI | Wee1 stabilizer | KLK5 inh
c1ccc(Oc2nc3ccccc3n3cccc23)cc1 | -5 | 0 | 6 | -10 | -1 | -3 | -1 | -1 | -17
CCOC(=O)CSc1nc(C)c2ccc(C)cc2n1 | -3 | 1 | 1 | -4 | 5 | 11 | -4 | 1 | -1
CCOC(=O)NC(NS(=O)(=O)c1ccccc1)(C(=O)OCC)C(F)(F)F (stereo not drawn) | . | 4 | 6 | . | 9 | 9 | 7 | 3 | -27
O=C(NC1CCCCCC1)C1c2ccccc2C(=O)N1Cc1cccs1 (stereo not drawn) | 8 | 1 | 1 | -16 | -25 | 9 | -10 | -1 | -10
Cc1nn(CCS(=O)(=O)c2ccc(Cl)cc2)c(C)c1Br | -10 | -3 | -8 | 2 | 1 | 4 | 4 | -2 | 1
O=[N+]([O-])c1ccc(-c2nc(C(Cl)Cl)c3ccccc3n2)cc1 | 0 | 0 | 4 | . | -2 | -3 | -10 | -4 | -3
CC(C(=O)Nc1ccccc1-c1ccccc1)N1CCN(Cc2ccccc2)CC1 (stereo not drawn) | -8 | 0 | -8 | -14 | -4 | 4 | -2 | -2 | 11
CCN(CC)S(=O)(=O)c1cccc(-c2nn(-c3ccccc3)cc2/C=C(\C#N)C(=O)NCc2ccco2)c1 | -6 | -3 | 2 | -17 | 10 | 18 | 9 | -2 | -8
Cc1ccc(NC2=C(Cl)C(=O)OC2OC(C)C)cc1 (stereo not drawn) | 12 | -4 | 5 | -8 | -3 | 10 | -14 | 0 | 1
COC(=O)[C@H](Cc1ccccc1)NC(=O)N1CCN(c2ccc(F)cc2)CC1 | -10 | 3 | 3 | 5 | -6 | -2 | 4 | 0 | -5
COc1ccccc1C(=O)NC(=O)OCCn1c(C)cnc1[N+](=O)[O-] | 3 | 3 | -2 | 1 | -4 | 7 | -3 | -4 | -5
OCC1(CC2CCCCO2)CCN(Cc2nc3ccccc3[nH]2)CC1 (stereo not drawn) | 4 | 4 | -1 | -12 | 3 | 3 | -9 | -2 | 6
CC[N+]1(CC)CC2=Cc3ccccc3CC2C1 (stereo not drawn) | -3 | 10 | 5 | -4 | 2 | 6 | -2 | 0 | -1
CC(C)(C)CC(=O)Nc1nn[nH]n1 | -24 | -1 | -4 | -15 | 0 | 3 | 16 | -1 | -9
COC(CNC(=O)c1ccc2c3c(onc13)-c1ccccc1C2=O)OC | -9 | 2 | -1 | 15 | 12 | 10 | 7 | 7 | 6
